Screening results deposited in PubChem by several laboratories.
CaV13 FRET inh – Disruptors of the CACNA1D IQ motif to Ca2+-dependent inactivation inhibitor domain association, primary screening, Förster resonance energy transfer in intact living … | HEK cells, CFP/YFP FRET ICDI-IQ, plate reader, 10 min; percent FRET-ratio fall versus neutral wells | inhibition, % at 12.3 µM | actives 0.098% (n = 340,000) | AID 743397;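 active = mean replicate inhibition of at least 30% and at least 1% of replicates passing that level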;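 note: 0% = median of the neutral control wells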
HIF-2a inh – blocks HIF-2a reporter activity | 786-0 RCC cells HIF-2a reporter, luciferase luminescence, overnight | inhibition, % at 18.8 µM | actives 0.72% (n = 360,000) | AID 624352;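 active = inhibition of the luminescence signal of 40% or more relative to plate controls, in a single-dose primary screen at 18.75 µM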
Granule exo inh – blocks lytic granule exocytosis | TALL-104 LAMP-1 surface exposure, flow cytometry; cells stimulated with thapsigargin and PMA | actives 0.66% (n = 360,000) | inhibition, % at 10 µM;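 active = inhibition above about 55%, limit read from the data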
aDG glyco act – alpha-DG glycosylation activation; Pro5-aDG cells, alpha-DG glycosylation AlphaScreen (IIH6); 0% Pro5, 100% B10-LARGE cell signal; activation, % at 10 µM; actives 0.22% (n = 360,000);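 active = activation of at least 8% versus controls, or a plate z-score of at least 8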;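 note: Pro5 are CHO cells carrying HIG-tagged alpha-DG that lacks glycosylation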
An asterisk follows results filed as active.

Molecule	aDG glyco act	Granule exo inh	CaV13 FRET inh	HIF-2a inh
Nc1nc2ccc(Cl)cc2cc1C(=O)NCCCN1CCOCC1	0.1	-5	-3	7
CO[C@@H]1CN(C)C(=O)c2cc(NC(=O)Nc3cc(F)ccc3F)ccc2OC[C@H](C)N(C(=O)c2cnccn2)C[C@@H]1C	0.1	-8	-7	6
COc1cc(N(C)C)ccc1[C@]1(O)C(=O)N(C)c2ccc(Br)cc21	-0.1	-1	-6	14
COC(=O)C1=CN(c2ccc(Oc3ccccc3)cc2)C(N)=C(C#N)C1c1ccccc1 (centres undefined)	0.2	16	-8	12
CC(C)NC(=O)C1(C)CN(S(C)(=O)=O)CC(=O)N1CCc1ccccc1F (centres undefined)	-0.1	2	-8	7
O=C(NC1CCCCC1)c1nc(-c2c(F)cccc2F)oc1-c1ccccc1	0.0	-2	-9	-24
FC(F)(F)c1cc(Cc2nc3ccccc3n2C(CCc2ccccc2)c2nc3ccccc3[nH]2)cc(C(F)(F)F)c1 (centres undefined)	0.2	15	-3	-74
O=C(NCC[C@H]1CC[C@H](NS(=O)(=O)c2ccccc2F)[C@@H](CO)O1)c1ccc(F)cc1	-0.1	0	-7	1
Cn1cc([C@]2(O)C(=O)Nc3ccccc32)c2ccccc21	-0.1	2	-11	16
CSCCC(C(=O)NC1CCCC1)n1c(C2CC2)nc2ccccc21 (centres undefined)	-0.1	5	-10	11
CC(=O)N1CCC(c2nc3ccccc3n2C(C)C(=O)NCc2ccccc2)CC1 (centres undefined)	1.3	-6	-9	7
O=C(C(=O)N1CCCN(Cc2ccc(F)cc2)CC1)c1ccccc1	0.1	-6	-15	1
CC(=O)C[C@@H]1OC2CCCCC2N1S(=O)(=O)c1ccc(C)cc1 (some centres undefined)	0.0	-5	-10	4
COC(=O)/C=C1\OCc2cc(OC)c(OC)cc21	0.1	9	-17	-14
CC(C)CN1C(=O)CSCC1(C)C(=O)NC(C)C (centres undefined)	0.1	-3	-6	5
COC(=O)[C@]12CCCCC=C1N(CCc1ccc(OC)c(OC)c1)C(=O)[C@H](CC(=O)NCc1cccc(C(F)(F)F)c1)C2	-0.1	22	-16	-13
CCC(C(=O)NC(C)(C)C)n1c(-c2ccc(C)cc2)nc2ccccc21 (centres undefined)	-0.1	1	-3	-12

Reprinted at random: three records from the list, in no set order.
Molecule	aDG glyco act	Granule exo inh	CaV13 FRET inh	HIF-2a inh
CC(=O)C[C@@H]1OC2CCCCC2N1S(=O)(=O)c1ccc(C)cc1 (some centres undefined)	0.0	-5	-10	4
CCC(C(=O)NC(C)(C)C)n1c(-c2ccc(C)cc2)nc2ccccc21 (centres undefined)	-0.1	1	-3	-12
CO[C@@H]1CN(C)C(=O)c2cc(NC(=O)Nc3cc(F)ccc3F)ccc2OC[C@H](C)N(C(=O)c2cnccn2)C[C@@H]1C	0.1	-8	-7	6

By substructure, the compounds so far containing sulfur
Molecule	aDG glyco act	Granule exo inh	CaV13 FRET inh	HIF-2a inh
CC(C)NC(=O)C1(C)CN(S(C)(=O)=O)CC(=O)N1CCc1ccccc1F (centres undefined)	-0.1	2	-8	7
O=C(NCC[C@H]1CC[C@H](NS(=O)(=O)c2ccccc2F)[C@@H](CO)O1)c1ccc(F)cc1	-0.1	0	-7	1
CSCCC(C(=O)NC1CCCC1)n1c(C2CC2)nc2ccccc21 (centres undefined)	-0.1	5	-10	11
CC(=O)C[C@@H]1OC2CCCCC2N1S(=O)(=O)c1ccc(C)cc1 (some centres undefined)	0.0	-5	-10	4
CC(C)CN1C(=O)CSCC1(C)C(=O)NC(C)C (centres undefined)	0.1	-3	-6	5

Only part of the results is shown. The share of hits here may be higher or lower than overall.
